GSIS activator = GLuc luminescence reporter in INS-1E cells, primary screen for activators of glucose-dependent secretion of insulin; AID 743287; activation, % at 16.6 µM; 0.61% of 370,000 active; INS-1E GLuc reporter insulin secretion, 2-3 h;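 active = lowest replicate activation of at least 40%, so every replicate reaches that level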;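 note: 0% = median of neutral control wells and 100% = median of IBMX positive control wells; some compounds called inactive have numbers as strong as hits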
RAD54 branch = RAD54 (human) branch migration inhibition; Q92698; RAD54 Holliday junction branch migration, FAM/BHQ fluorescence; inhibition, % at 10.4 µM; 0.14% of 360,000 active; AID 602329;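 active = mean normalized replicate activity at least 40 and at least half of replicates scoring 40 or more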;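 note: 0% = median of neutral control wells and 100% = median of positive control wells; inhibitors cause a drop in the FAM fluorescence signal; in these data hits start at about 50%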
ARNT-TACC3 inh = ARNT/TACC3 interaction disruption. Q9Y6A5. AlphaScreen His-ARNT PAS-B/GST-TACC3 binding, luminescence; TACC3 fragment carries E629A point mutation. 0.66% of 390,000 active. AID 623870. inhibition, % at 9.99 µM;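 active = mean inhibition of replicates at least 50% and at least half of replicates each reaching 50%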;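 note: 0% = complete ARNT plus TACC3 wells and 100% = ARNT alone without TACC3; many hits fall short of the cut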
F508del corr = CFTR F508del correction in bronchial cells. activity (quench increase), % at 7.58 µM. CFBE cells, YFP halide quenching; stimulated with forskolin plus potentiator P3; % fluorescence drop versus neutral controls. AID 720511. 0.36% of 350,000 active;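 active = mean added fluorescence quench of at least 8% versus neutral control, with both replicates also reaching 8%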;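 note: cells transiently co-express mutant CFTR-F508del with the halide-sensitive YFP; corrector assay measuring rescue of mutant channel to the surface after 24 h compound exposure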
esBAF inh = SWI/SNF esBAF complex inhibition. mouse ES cells, Bmi1-luciferase knock-in reporter, 24 h; 100% = twice the neutral-well signal. reporter increase, % at 12.5 µM. 2% of 350,000 active; in the data active = activation above about 40%;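 note: 0% = median of the plate's neutral control wells and 100% = double that signal; a rise in the Bmi1 reporter signal indicates esBAF inhibition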
XiGFP reactiv = activators of X-chromosome reactivation in mouse fibroblasts. XiGFP mouse fibroblasts, % GFP-positive cells imaging, 3 d; cells co-treated with 5-aza-dC sensitizer; scaled so ellipticine positive control = 100%. activation, % at 7.58 µM. 0.055% of 360,000 active. AID 743238;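 active = mean normalized replicate activation at least 10% and every replicate at or above 10%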;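 note: 0% = median of on-plate neutral control wells and 100% = ellipticine 6 µM median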
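System: 68-5-11 XiGFP fibroblast line | Buffer or medium: DMEM containing 5-aza-dC | Compound: Single point | Times: Compounds 3 days, fix/stain 15 min at room temperature | Benchmarks: Positive control ellipticine, 6 µM final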
RAD52 anneal inh = inhibitors of human RAD52 DNA annealing | P43351 | recombinant RAD52 DNA annealing, FRET fluorescence | inhibition, % at 18.7 µM | 0.46% of 360,000 active;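 active = every replicate showing at least 50% inhibition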
Target sequence (P43351 whole entry, looked up): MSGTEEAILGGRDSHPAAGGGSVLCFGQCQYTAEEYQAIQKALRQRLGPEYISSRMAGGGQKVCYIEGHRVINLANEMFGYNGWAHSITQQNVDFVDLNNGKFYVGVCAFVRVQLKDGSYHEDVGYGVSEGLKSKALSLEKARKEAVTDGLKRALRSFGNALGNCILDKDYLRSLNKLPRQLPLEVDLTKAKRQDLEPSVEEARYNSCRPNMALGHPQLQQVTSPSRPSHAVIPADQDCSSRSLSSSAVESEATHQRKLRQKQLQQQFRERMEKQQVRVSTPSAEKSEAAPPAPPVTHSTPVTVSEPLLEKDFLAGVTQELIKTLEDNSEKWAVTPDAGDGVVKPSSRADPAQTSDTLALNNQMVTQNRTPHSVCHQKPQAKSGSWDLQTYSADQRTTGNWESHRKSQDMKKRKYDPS
ERAP1 inh = ERAP1 (human) enzyme inhibition. Q9NZ08. recombinant ERAP1, Leu-AMC fluorescence, 60 min. inhibition, % at 10.7 µM. 0.15% of 340,000 active. AID 652197;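 active = mean replicate inhibition of at least 30%, or all replicates individually reaching that 30% level; inactive = mean below 30% and not every replicate reaching it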;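 note: 0% = neutral control wells and 100% = L-leucinethiol positive control wells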
Starred values were filed as active, the others as inactive; · = no result given.

Structure	esBAF inh	GSIS activator	F508del corr	XiGFP reactiv	RAD54 branch	ERAP1 inh	RAD52 anneal inh	ARNT-TACC3 inh
CCc1nc(N2CCN(C(=O)c3ccccc3)CC2)c2c3c(sc2n1)CCCC3	2	-23	0.0	0.0	-2	0	0	1
O=C(C[C@H]1CC[C@H]2[C@@H](COC[C@@H](O)CN2C(=O)Nc2ccc(Cl)c(Cl)c2)O1)NCc1ccc(Cl)c(Cl)c1	0	-18	1.6	0.1	2	-2	-1	9
C[C@@H]1CN([C@H](C)CO)C(=O)c2cccc(NS(C)(=O)=O)c2O[C@H]1CN(C)C(=O)NC1CCCCC1	2	15	-0.2	-0.8	0	-1	7	-1
O=C(N[C@@H]1CC[C@H](CC(=O)N2CCCCC2)O[C@H]1CO)c1ccc2c(c1)OCO2	6	-7	4.4	-0.5	-5	-1	-1	-1
COc1cc(C)ccc1Oc1ncnc(N)c1[N+](=O)[O-]	5	-11	0.7	0.0	14	-1	-5	-4
O=C(c1cc(-c2ccncc2)nc2ccccc12)N1CCN(c2ccccc2O)CC1	-3	-21	-2.0	0.2	1	0	-10	-7
O=S(=O)(Nc1ccc(-c2ccc(NS(=O)(=O)c3ccccc3)cc2)cc1)c1ccccc1	24	-16	0.6	0.1	11	1	-9	-5
CC(C)(C)[S@@](=O)N1Cc2cc(C(=O)N3CCOCC3)nc(-c3cccc(-c4ccccc4F)c3)c2[C@H]1CCO	7	-24	-3.3	0.7	9	0	-37	0
Cc1cc(C)nc(SCC(=O)Nc2ncc(Cc3cccc(Cl)c3)s2)n1	·	0	-1.9	0.0	-5	10	-11	-6
Cc1ccc(C(=O)NCCCNC(=O)c2cccnc2)cc1	-5	1	-1.9	0.5	5	1	-15	8
C[C@@H]1CN([C@@H](C)CO)C(=O)c2cccc(NC(=O)Nc3ccc(C(F)(F)F)cc3)c2O[C@@H]1CN(C)C(=O)Nc1ccc(C(F)(F)F)cc1	0	-12	0.4	-0.2	-3	1	-14	2
CCOc1ccc(NC(=O)CN(C)C(=O)c2ccc(N3CCCC3)c([N+](=O)[O-])c2)cc1OCC	9	-16	-2.8	0.0	-1	0	-13	3
CC(C)(C)c1ccc(S(=O)(=O)NCc2ccc(C(=O)NCc3ccccn3)cc2)cc1	·	-7	·	0.0	·	-2	-3	4
CC(C)CCNC(=O)c1c(CSc2ccccc2)noc1C(=O)NCc1ccccc1	0	4	3.4	-0.1	2	-1	1	-3
O=C(NCC1CCCO1)c1ccc(NS(=O)(=O)c2cccs2)cc1 (stereo unspecified)	-5	-18	0.3	-0.1	-7	1	-19	-4
C[C@@H]1CN([C@@H](C)CO)C(=O)c2cccc(NC(=O)c3nc4ccccc4s3)c2O[C@H]1CN(C)C(=O)NC1CCCCC1	-3	-13	-2.5	-0.9	3	3	10	-1
CC(C)CNC1CS(=O)(=O)CC1O (stereo unspecified)	·	14	-0.5	0.0	0	-2	-8	-10
COC(=O)C1=C(C)NC(C)=C(C(=O)OCC(C)C)C1c1ccccc1[N+](=O)[O-] (stereo unspecified)	-8	-5	5.8	0.4	4	-2	-17	39
Cc1ccc(-c2ccc(CCC(=O)O)n2-c2cccc(O)c2)cc1	63*	-12	·	·	-4	·	·	13
CCCNC(=O)C[C@H]1CC[C@@H]2[C@H](COc3ccc(NC(=O)C4CCOCC4)cc3C(=O)N2C)O1	-3	11	1.1	0.3	4	0	-1	-2
CCOc1ccc(CCNC(=O)c2nnn(CC(=O)Nc3c(C)cc(C)cc3C)c2N)cc1OCC	-3	1	-0.4	0.0	1	0	-3	-2
COc1ccc(NC(=O)N(C)C[C@@H]2OCc3cnnn3CCCC(=O)N([C@@H](C)CO)C[C@@H]2C)c(OC)c1	-4	-2	0.9	0.0	0	-3	8	-8
Cc1ccc(S(=O)(=O)N(C)C[C@H]2OCc3cn(nn3)CCCC(=O)N([C@H](C)CO)C[C@H]2C)cc1	2	6	-2.6	0.2	·	·	·	·
Cc1cccc(C(=O)O)c1NC(=O)Cc1cccc2ccccc12	-2	-20	-2.1	0.0	-4	-1	-7	1
Cc1nc(C2COc3ccccc3O2)sc1C(=O)O (stereo unspecified)	45*	11	1.1	0.0	·	6	4	-3
CCCCNC(=O)c1onc(CSc2ccccc2)c1C(=O)NCCCC	-4	-2	0.9	0.0	-10	2	-2	-9
COc1cccc(CNC(=O)C[C@H]2CC[C@@H](NC(=O)C3CCOCC3)[C@@H](CO)O2)c1	1	-8	-1.4	3.8	-1	-1	-2	-11
CC(=O)NC[C@H]1[C@@H](c2ccccc2)[C@@H](CO)N1C(=O)Cc1ccncc1	9	6	0.4	0.0	3	·	·	-8
CCC(C)N1CC23C=CC(O2)C(C(=O)OC)C3C1=O (stereo unspecified)	6	12	0.5	0.1	-8	1	-8	-5
O=c1[nH]c2cccc(Cl)c2c2ccccc12	-17	4	3.2	-0.1	-1	-1	2	·

Rewritten with each value named: part of the list above
canonical_smiles: CC(=O)NC[C@H]1[C@@H](c2ccccc2)[C@@H](CO)N1C(=O)Cc1ccncc1
  esBAF inh = 9; GSIS activator = 6; F508del corr = 0.4; XiGFP reactiv = 0.0; RAD54 branch = 3; ERAP1 inh = ·; RAD52 anneal inh = ·; ARNT-TACC3 inh = -8

canonical_smiles: COc1cccc(CNC(=O)C[C@H]2CC[C@@H](NC(=O)C3CCOCC3)[C@@H](CO)O2)c1
  esBAF inh = 1; GSIS activator = -8; F508del corr = -1.4; XiGFP reactiv = 3.8; RAD54 branch = -1; ERAP1 inh = -1; RAD52 anneal inh = -2; ARNT-TACC3 inh = -11

canonical_smiles: COc1ccc(NC(=O)N(C)C[C@@H]2OCc3cnnn3CCCC(=O)N([C@@H](C)CO)C[C@@H]2C)c(OC)c1
  esBAF inh = -4; GSIS activator = -2; F508del corr = 0.9; XiGFP reactiv = 0.0; RAD54 branch = 0; ERAP1 inh = -3; RAD52 anneal inh = 8; ARNT-TACC3 inh = -8

Additional entries.
Structure	esBAF inh	GSIS activator	F508del corr	XiGFP reactiv	RAD54 branch	ERAP1 inh	RAD52 anneal inh	ARNT-TACC3 inh
CCCCCCCCN1C(=O)[C@@H](CC(=O)NCCCOC)C[C@@]2(C(=O)OC)C1=C[C@H](C(C)(C)C)O[C@@H]2C	·	·	0.6	0.1	·	-3	-4	·
COCCNC(=O)C(=O)NCC1OCCN1S(=O)(=O)c1cccs1 (stereo unspecified)	1	-3	-0.8	0.1	-10	-1	-13	-2
CCCn1nnc(NC(=S)NC(=O)c2ccc(-c3ccc(Br)cc3)o2)n1	2	·	2.2	0.1	·	·	-15	7
O=C(Nc1ccc(F)cc1)c1cccc(N2C(=O)C3C4CCC(C4)C3C2=O)c1 (stereo unspecified)	·	·	·	0.5	·	-5	-12	-4
COC(=O)[C@@]12C[C@@H](CC(=O)N3CCCC3)C(=O)N(Cc3ccccc3)C1=CCC(C)(C)C2	·	-11	3.9	0.0	·	1	2	·
COc1ccc(S(=O)(=O)N(C)C[C@H]2OCCCC[C@@H](C)Oc3ccc(NC(=O)Cc4ccccc4)cc3C(=O)N([C@@H](C)CO)C[C@@H]2C)cc1	5	-21	-2.4	0.2	7	-5	-38	-2
CC(=O)N1c2ccc(S(=O)(=O)NCC3CCC(C(=O)N4CCCC(C)C4)CC3)cc2CC1C (stereo unspecified)	9	-12	-0.1	0.0	-9	0	-7	-6
CC(=O)OCC1(C)CN(c2ccccc2)NC1=O (stereo unspecified)	·	11	0.8	0.3	·	0	-16	2
COc1ccc(-c2ccc3c(c2)[C@@H]2[C@@H](CCN2C(=O)c2cccc(F)c2)[C@H](CO)N3C)cc1	1	-7	2.5	0.5	8	-1	-14	12
COc1ccccc1CNC(=O)CSc1nc2ccccc2c(=O)n1CCCN1CCOCC1	·	6	·	0.2	·	0	-11	2
CCCN(C)C[C@H]1Oc2ncc(-c3ccccc3OC)cc2C(=O)N([C@@H](C)CO)C[C@H]1C	-2	15	2.0	-0.9	7	-3	3	-11
CCCc1nn2c(=O)cc(COc3cccc(NC(=O)c4ccco4)c3)nc2s1	-4	10	1.9	0.5	-6	-1	-16	18
C[C@@H]1CN([C@H](C)CO)C(=O)c2cc(C#CCN(C)C)cnc2O[C@@H]1CN(C)C(=O)Cc1ccccc1	1	24	3.0	-1.1	-11	0	-16	-12
COc1ccc(NC(=O)CN2C(=O)NC3(CCCC3)C2=O)cc1	6	11	-1.5	0.2	0	2	-7	1
O=C(NC(Cc1ccccc1)C(=O)N1CCCCCC1)c1ccccc1 (stereo unspecified)	0	16	1.4	0.0	-2	0	2	0
O=C(NC(=S)NCc1ccccc1)c1ccc2c(c1)OCO2	·	13	·	-0.1	15	·	·	5
Cc1cc(N/N=C/c2ccc(F)cc2)nc(-n2nc(C)cc2C)n1	·	0	5.8	0.0	-4	·	-21	·
Cc1noc(C)c1S(=O)(=O)N(C)C[C@@H]1OCCCC[C@@H](C)Oc2ccc(NC(=O)Nc3ccc(F)cc3)cc2C(=O)N([C@H](C)CO)C[C@H]1C	-2	-3	1.3	-0.1	3	2	2	4
COc1ccc(S(=O)(=O)Nc2ccc3c(c2)C(=O)N([C@H](C)CO)C[C@@H](C)[C@H](CN(C)C(=O)Nc2cccc4ccccc24)OCCCC[C@@H](C)O3)cc1	7	-3	0.5	0.2	3	·	·	5
O=C(NCc1cccnc1)C1CC(c2cccc(Br)c2)=NO1 (stereo unspecified)	-7	2	-2.8	0.3	3	·	-21	-6
CCNC(=O)C[C@H]1CC[C@@H]2[C@@H](COc3ccc(NC(=O)Nc4ccc(C)cc4)cc3C(=O)N2C)O1	1	2	-0.9	0.1	5	-4	0	6
CC1CCN(C(=O)Cn2ncc3c([nH]c4ccccc43)c2=O)CC1	5	13	2.5	0.0	14	-1	-9	29
O=C(Nc1cccc([N+](=O)[O-])c1)Nc1ccc2c(c1)OCCO2	·	·	-0.2	0.0	·	-11	1	-3
COc1ccccc1C(=O)CN1C(=O)NC2(CCc3ccccc32)C1=O (stereo unspecified)	4	7	0.9	-0.1	2	2	-20	2
O=C(CSc1nnc(-c2ccc(OC(F)F)cc2)o1)NC(=O)NCc1ccco1	-7	-3	-0.4	·	-5	6	-20	-7
CCCCC(=O)Oc1cc(C)[nH]c(=O)c1[N+](=O)[O-]	·	-16	·	0.0	·	7	4	-6
C[C@@H]1CCCCO[C@H](CN(C)Cc2ccncc2)[C@H](C)CN([C@H](C)CO)C(=O)c2cc(NC(=O)Nc3ccc4c(c3)OCO4)ccc2O1	3	-30	-0.1	0.2	-11	0	1	-1
CN(C(=O)CN1C(=O)NC(c2ccccc2)(c2ccccc2)C1=O)C1CCS(=O)(=O)C1 (stereo unspecified)	3	-6	-3.2	0.1	-16	-3	-14	-6
Cc1ccc(-c2ccc3c(c2)O[C@H](CN(C)C(=O)C2CC2)[C@H](C)CN([C@@H](C)CO)S3(=O)=O)cc1	-5	-14	2.7	0.1	-3	2	12	0
Cc1cc(C)c(NC(=O)CNC(=O)[C@@H]2CCCN2C(=O)c2cccs2)c(C)c1	2	7	-1.6	0.1	3	-6	-6	3
C[C@H](NC(=O)C[C@H]1C[C@H]2c3cc(NS(=O)(=O)c4ccc(F)cc4)ccc3O[C@H]2[C@H](CO)O1)c1ccccc1	0	-12	-3.8	0.1	-3	2	14	9
COc1ccc(-c2cc(=O)oc3cc(O)ccc23)cc1	·	56	1.8	0.0	·	1	-12	-13
COc1cccc(C2CC(c3cccs3)=NN2C(=O)CSc2nc3ccccc3s2)c1OC (stereo unspecified)	·	-8	·	0.4	·	13	-5	0
CCCCNC(=S)N/N=C/c1ccccc1F	·	-35	-1.0	0.0	-2	0	-32	19
CCOc1ccc2c(C)c(C(=O)O)oc2c1OCC	2	14	·	·	-2	·	·	-5
CON=C1C=C(C)C(=O)C(C)=C1C	3	21	-1.7	0.3	1	-3	-18	-2
Cc1ccc(CSc2nnc(SCC(=O)N/N=C/C=C/c3ccccc3[N+](=O)[O-])s2)cc1	·	2	·	1.2	·	-3	-5	6
